BH1578 lux ind = inducers of Vibrio cholerae quorum light production without autoinducers, primary screen, BH1578 luxS cqsA deficient, single point; actives 0.16% (n = 350,000); activation, % at 18.7 µM; V. cholerae BH1578 lux reporter, luminescence, 6 h; in the data active means activation mostly above about 9.7%, no sharp cut-off; inconclusive means no clear call, values can overlap the other calls; inactive means mostly below about 3.7%; further: not every result past the cut was called active; inactives centre near 0; reference of the scale not given here
Yp Topo-I inh = Yersinia pestis topoisomerase I inhibitors, primary screen, biochemical, cleavage product accumulation, plate reader, single point | DNA topoisomerase I (Yersinia pestis CO92) | Y. pestis Topo-I cleavage product accumulation | activity, % at 10 µM | actives 0.064% (n = 360,000) | AID 504884, 2011; in the data active means activity above about 50%, passing the limit was not always enough; inconclusive means no clear call, values can overlap the other calls; further: inactives centre near 2
DUSP3 inh = VHR1 phosphatase inhibitors, primary screen, biochemical, absorbance, uHTS; Dual specificity protein phosphatase 3 (Homo sapiens), P51452; recombinant VHR phosphatase, pNPP absorbance; inhibition, % at 13.3 µM; actives 0.52% (n = 290,000); AID 1654, 2009; in the data active means inhibition above about 50%; further: some compounds called inactive have numbers as strong as hits
Target sequence (P51452 whole entry, looked up): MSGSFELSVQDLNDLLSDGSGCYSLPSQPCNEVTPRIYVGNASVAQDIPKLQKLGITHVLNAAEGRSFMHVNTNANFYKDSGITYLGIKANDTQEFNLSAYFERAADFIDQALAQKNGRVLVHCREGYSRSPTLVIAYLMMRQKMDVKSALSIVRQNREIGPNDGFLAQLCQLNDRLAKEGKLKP
BoNT-A LC inh2 = BoNT/A light chain protease inhibitors, primary screen, biochemical, flow cytometry, MLPCN library. Botulinum neurotoxin type A light chain protease (Clostridium botulinum A str. ATCC 3502). multiplex microsphere protease substrate cleavage. inhibition, % at 10 µM. actives 0.17% (n = 360,000). AID 588499, 2011; further: plate controls were buffer without enzyme for full effect and enzyme alone for no effect
TcdB GH inh = TcdB glycohydrolase inhibitors, primary screen, biochemical, single point, plate reader | Toxin B (Clostridioides difficile), P18177 | TcdB glycohydrolase enzymatic assay | inhibition, % at 9.99 µM | actives 0.24% (n = 350,000); in the data active means inhibition above about 10%
Anthrax LF prot = Bacillus anthracis LF protease inhibitors, primary screen, biochemical, multiplex microsphere, MLPCN library; multiplex microsphere protease cleavage assay; inhibition, % at 10 µM; actives 0.12% (n = 360,000); further: plate controls were buffer without enzyme for full effect and enzyme alone for no effect
Target sequence (P15917 whole entry, looked up): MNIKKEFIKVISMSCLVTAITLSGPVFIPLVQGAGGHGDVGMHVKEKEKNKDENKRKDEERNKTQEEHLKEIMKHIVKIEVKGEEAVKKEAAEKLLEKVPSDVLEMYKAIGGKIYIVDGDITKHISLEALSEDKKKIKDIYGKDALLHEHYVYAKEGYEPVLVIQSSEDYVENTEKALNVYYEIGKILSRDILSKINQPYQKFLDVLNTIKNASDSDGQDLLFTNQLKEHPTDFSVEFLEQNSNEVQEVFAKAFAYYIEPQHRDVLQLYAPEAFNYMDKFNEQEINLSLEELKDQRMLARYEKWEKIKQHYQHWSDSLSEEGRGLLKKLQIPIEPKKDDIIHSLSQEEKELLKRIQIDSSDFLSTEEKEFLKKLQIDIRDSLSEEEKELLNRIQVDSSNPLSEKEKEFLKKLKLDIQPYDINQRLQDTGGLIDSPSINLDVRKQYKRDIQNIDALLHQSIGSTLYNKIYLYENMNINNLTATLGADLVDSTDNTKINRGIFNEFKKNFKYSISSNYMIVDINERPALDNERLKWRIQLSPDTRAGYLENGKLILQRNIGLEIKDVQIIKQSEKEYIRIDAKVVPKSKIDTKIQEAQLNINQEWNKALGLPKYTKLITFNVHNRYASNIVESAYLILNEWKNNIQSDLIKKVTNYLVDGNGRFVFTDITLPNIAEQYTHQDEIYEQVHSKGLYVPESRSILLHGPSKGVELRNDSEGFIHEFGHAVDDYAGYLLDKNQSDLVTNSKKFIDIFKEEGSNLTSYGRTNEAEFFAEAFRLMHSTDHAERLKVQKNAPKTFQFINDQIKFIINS
PfHsp40 rescue = rescue of yeast from PfHsp40 toxicity, primary screen, S. cerevisiae, ATP luminescence | growth rescue, % at 12.5 µM | S. cerevisiae expressing PfHsp40, growth rescue | actives 0.68% (n = 340,000); in the data active means growth rescue above about 28%, passing the limit was not always enough; inconclusive means no clear call, values can overlap the other calls;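 further: yeast W303a lacking pdr1 and pdr3 grown in galactose medium; growth measured after three days at 30 °C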
CCHFV vOTU inh = CCHFV vOTU protease inhibitors, primary screen, biochemical, Pep-AMC substrate, fluorescence. Crimean-Congo hemorrhagic fever virus L polyprotein viral ovarian tumor (vOTU) protease …. inhibition, % at 11.5 µM. actives 0.55% (n = 370,000). AID 651958, 2012; in the data active means inhibition above about 30%; further: 0% = vehicle wells with enzyme and 100% = no enzyme wells
PriA SSB inh = inhibitors of Klebsiella pneumoniae PriA binding to SSB C-terminal tail, primary screen, biochemical, AlphaScreen; PriA–SSB C-terminal tail interaction (Klebsiella pneumoniae); AlphaScreen SSBct-PriA binding, biotinylated peptide; actives 0.6% (n = 430,000); inhibition, % at 33 µM; in the data active means inhibition mostly above about 37%, no sharp cut-off; inactive means mostly below about 20%;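 further: plate controls were negative control peptide for no effect and reference peptide for full effect; strong numbers were not always called active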
SARS 3CLpro inh = SARS-CoV 3CLpro protease inhibitors, primary screen, biochemical, quenched FRET. recombinant SARS-CoV 3CLpro, quenched FRET peptide cleavage. AID 1706, 2009. actives 0.14% (n = 290,000). inhibition, % at 6 µM; in the data active means inhibition above about 12%
* hit, by the source's call; i = inactive; ? = inconclusive; nt = no result given; & = joins results of further samples. Unless noted, no stated cut-off is given here; in the data, active means inhibition above about 30%; inconclusive means no clear call, values can overlap the other calls; inactive means below that. This is a subset. The share of hits here may be higher or lower than overall.

SMILES | BH1578 lux ind | Yp Topo-I inh | DUSP3 inh | BoNT-A LC inh2 | TcdB GH inh | Anthrax LF prot | PfHsp40 rescue | CCHFV vOTU inh | PriA SSB inh | SARS 3CLpro inh
O=c1[nH]c(C2CCN(S(=O)(=O)c3ccc(C(F)(F)F)cc3)CC2)nc2c1nnn2Cc1cccc(F)c1 | -2.3 | 24 | 8 | 0.2 | 4.7 | -5 | -0.2 | 1 | -4 | 5
COCCNC(=O)Nc1ccc2nc(-c3cccs3)c(-c3cccs3)nc2c1 | -1.4 | -13 | 28 | 132* | nt | 57* | 0.7 | -3 | -16 | -2
Cc1cc2cc(CN(Cc3ccco3)C(=O)NCc3ccccc3)c(=O)[nH]c2cc1C | 1.0 | 2 | 3 | -0.2 | nt | -1 | -0.4 | 4 | -1 | -5
COc1ccc(-c2csc(NC(=S)NC(=O)/C=C/c3ccco3)n2)cc1OC | -0.1 | -3 | 3 | -0.1 | 0.4 | 0 | -0.4 | 4 | -6 | 0
COc1ccc(/C=C/c2ccccc2)cc1[C@H]1[C@@H]2C=CCC[C@@]2(C)C(=O)N1Cc1ccccc1 | i | 9 | 7 | 0.4 | 1.0 | -6 | -0.7 | 3 | 0 | nt
CC(C)CNC(=O)C1(C)CCCN1C(=O)c1ccc2c(c1)CCO2 (stereo unspecified) | -4.5 | -6 | nt | 0.2 | 0.9 | 4 | nt | 5 | nt | nt
O=C(COc1ccc(S(=O)(=O)NC2CCCCC2)cc1Cl)N1CCN(c2ccccc2)CC1 | i | 19 | 24 | ? | nt | -3 | 2.4 | -9 | 0 | 6
CCCC(O)(c1ccc(OC)cc1)C(CN1CCOCC1)c1ccc(Cl)cc1 (stereo unspecified) | i | 23 | 14 | -0.8 | -11 | -10 | 1.0 | 6 | -1 | -4
Cc1ccc(/C(N)=N/OC(=O)Cc2cccs2)cc1 | -6.2 | 1 | 18 | -0.7 | nt | -2 | -0.5 | -8 | nt | -2
CCOc1ccccc1N1CCN(C(=O)NC2CCCCC2)CC1 | -0.6 | 0 | 14 | 3.0 | 2.2 | -5 | -0.9 | 5 | -6 | -16
O=C(CCCC1=NS(=O)(=O)c2ccccc2N1)N1CCN(c2ccccc2)CC1 | i | -2 | 21 | 1.5 | nt | 0 | -0.4 | -19 | -10 | -2
COCCCn1c(=O)c2sccc2n2c(CCCC(=O)NCc3ccccc3OC)nnc12 | -0.9 | 3 | -12 | 0.7 | 0.3 | 0 | 0.1 | -12 | 5 | 1
CC1CCC2(CC1)NC(=O)N(CC(=O)Nc1ccc(N3CCCCC3)cc1)C2=O (stereo unspecified) | -0.2 | -8 | nt | 0.0 | 0.0 | -3 | nt | 4 | nt | nt
Cc1ccc(S(=O)(=O)Nc2ccc3ccccc3c2[N+](=O)[O-])cc1 | i | 0 | nt | -0.1 | -5.5 | 2 | 408* | 35* | 10 | nt
O=c1oc2ccccc2c2oc3cc(O)c(O)cc3c12 | -2.1 | -20 | -10 | -0.1 | 0.7 | -5 | -1.0 | 0 | -7 | 2
CC(C)C[C@@H]1NC(=O)[C@H](CO)NC(=O)c2cc([N+](=O)[O-])cc(I)c2OCC[C@@H](C(N)=O)NC1=O | i | -2 | -7 | -0.4 | nt | -1 | -0.5 | nt | -17 | 2
COc1ccc(/C=C/C(=O)OC(C)CN2CCOCC2)cc1 (stereo unspecified) | -3.1 | 5 | 14 | -2.5 | nt | 0 | -0.4 | 4 | -13 | -3
O=C(CN(C(=O)C1CSC(=O)C1)c1ccccc1F)NCc1ccc2c(c1)OCO2 (stereo unspecified) | -0.4 | -3 | 1 | -0.2 | nt | 0 | -0.7 | -6 | 3 | 1
O=C(Cn1cnc2ccccc2c1=O)NCC(=O)N1CCN(c2ccccn2)CC1 | i | -5 | 14 | 0.0 | nt | 1 | 0.2 | 6 | 0 | -2
COc1ccc(CNC(=O)c2cc(=O)c3cc(C)cc(C)c3o2)cc1 | i | 3 | 3 | -4.5 | -1.8 | -10 | -0.9 | 2 | -4 | -3
OCC[C@H]1C[C@@H](O)[C@H](O)[C@]2(Cc3ccccc3CO2)O1 | -0.3 | 2 | nt | 0.6 | 0.8 | 0 | -0.4 | -3 | -6 | nt
Cc1ccc(NC2CCCN(C(=O)C3CCCC3)C2)cc1C (stereo unspecified) | i | 20 | 24 | 1.1 | 0.7 | -4 | 0.1 | 3 | 13 | 1
CCOC(=O)c1c(C)[nH]c(C)c1C(=O)COC(=O)c1ccc(S(=O)(=O)C(F)F)cc1 | -0.3 | 7 | nt | -2.8 | 1.5 | -2 | 0.3 | -4 | 15 | nt
CC(C)[C@H](Nc1ccc(S(=O)(=O)N2CCOCC2)cc1[N+](=O)[O-])C(=O)OCC(N)=O | -2.4 | 1 | -7 | 0.1 | 0.0 | -4 | -0.8 | -11 | 5 | 5
CCCCN(CC)S(=O)(=O)c1ccc2c(c1)CCCN2C(C)=O | -0.2 | 4 | -10 | 0.5 | nt | -1 | 0.4 | 10 | -16 | 3

Continued (three carried over from the part before).
SMILES | BH1578 lux ind | Yp Topo-I inh | DUSP3 inh | BoNT-A LC inh2 | TcdB GH inh | Anthrax LF prot | PfHsp40 rescue | CCHFV vOTU inh | PriA SSB inh | SARS 3CLpro inh
CCOC(=O)c1c(C)[nH]c(C)c1C(=O)COC(=O)c1ccc(S(=O)(=O)C(F)F)cc1 | -0.3 | 7 | nt | -2.8 | 1.5 | -2 | 0.3 | -4 | 15 | nt
CC(C)[C@H](Nc1ccc(S(=O)(=O)N2CCOCC2)cc1[N+](=O)[O-])C(=O)OCC(N)=O | -2.4 | 1 | -7 | 0.1 | 0.0 | -4 | -0.8 | -11 | 5 | 5
CCCCN(CC)S(=O)(=O)c1ccc2c(c1)CCCN2C(C)=O | -0.2 | 4 | -10 | 0.5 | nt | -1 | 0.4 | 10 | -16 | 3
COc1ccsc1C(=O)NCCN1CCOCC1 | 0.4 | 1 | 19 | -1.9 | 1.3 | -1 | -0.3 | -9 | -4 | -1
C#CCOCCOCCOCCNc1nc(N2CCOCC2)nc(N2CCN(C(=O)CCCCCCCCCCNC(=O)[C@H](CO)n3cc(CCCCCN)nn3)CC2)n1 | -3.7 | -9 | nt | -0.7 | -0.1 | 1 | -0.4 | -4 | 3 | nt
CCc1nc(SCC(=O)N2CCCCCC2)c2c(=O)n(C)c(=O)n(C)c2n1 | i | 26 | 6 | 2.8 | 1.0 | 3 | -1.6 | -3 | -13 | -2
Cc1cc(SCC(=O)NN)c2cc(Br)ccc2n1 | -0.4 | 10 | 24 | -0.6 | 0.9 | -14 | 1.2 | -4 | -2 | 0
COc1ccc(C(C#N)Nc2ccccc2OC)cc1 (stereo unspecified) | -0.7 | -5 | 14 | 0.9 | nt | -15 | -1.3 | 11 | -6 | 1
COc1ccc(-c2csc3nc[nH]c(=O)c23)cc1 | i | 7 | 14 | -1.3 | 1.4 | -11 | 0.9 | 4 | -7 | 1
CCCCCCn1cc(CN2CC(N3CCSCC3)CS2(=O)=O)nn1 (stereo unspecified) | nt | nt | nt | 0.0 | 0.9 | -6 | nt | 10 | nt | nt
[O-][n+]1onc2c1CCC1N(O)CCC21O (stereo unspecified) | i | -4 | 12 | -1.2 | nt | -3 | -0.3 | 11 | -3 | 0
COc1ccc(C(Nc2ccccn2)c2c(NC(=O)c3ccco3)sc(C)c2C)cc1 (stereo unspecified) | -0.2 | 19 | -2 | -0.8 | 1.1 | -2 | 0.3 | -11 | 21 | 1
O=c1[nH]c(Cl)ccc1CN1CCOCC1 | i | 4 | nt | -0.5 | -0.9 | 5 | -0.5 | -6 | -26 | nt
CC(C)CCNC(=O)CCn1c(=S)oc2ccccc21 | i | -1 | 20 | 0.1 | nt | 2 | -1.2 | 0 | -4 | 5
CC(C)OC(=O)C1C(=O)CC(C)(O)C(C(=O)OC(C)C)C1c1cccc(O)c1 (stereo unspecified) | -0.2&-4.0 | -12 | -15 | -0.8 | nt | -12 | 0.3&0.1 | -121 | -1 | -2
NC(=O)c1cc2cc(Cl)ccc2o/c1=N/NC(=O)c1cccs1 | 0.4 | 6 | 17 | 0.2 | 0.8 | -5 | -1.1 | 17 | nt | -6
CN(C)S(=O)(=O)c1ccc(NC(=O)CSc2ncnc3ccccc23)cc1 | -0.8 | -2 | -5 | -0.1 | nt | -1 | -0.4 | 13 | 8 | -2
CCCCCn1c(=O)c2ccccc2n2c(CCl)nnc12 | -1.4 | 0 | 6 | -1.2 | 0.4 | 1 | 0.7 | -10 | -10 | -3
CC(C)N1CCC1(C)C(=O)Nc1ccc(-n2cccc2)cc1 (stereo unspecified) | -0.2 | 5 | nt | 0.1 | 1.4 | 0 | nt | -5 | nt | nt
C[C@]12C=CC(=O)C=C1CC[C@@H]1C2C(O)C[C@@]2(C)C1CC[C@]2(O)C(=O)COC(=O)CCC(=O)NC(CC(=O)O)C(=O)O (stereo partly specified) | -0.9 | 6 | 7 | -1.1 | 0.8 | -1 | 0.5 | 9 | -1 | -2
CCOc1ccc(NC(=O)c2ccc(N3CC4CC(C3)c3cccc(=O)n3C4)c(NC(=O)CCN3CCOCC3)c2)cc1 (stereo unspecified) | -0.5 | 19 | 16 | 0.9 | 0.4 | -1 | 1.3 | 11 | 4 | -3
O=C(Nc1cccc2ccccc12)C12CC3CC(C1)CC(n1cnc([N+](=O)[O-])n1)(C3)C2 | 0.5 | 15 | 29 | -0.3 | nt | -1 | 2.4 | 8 | 9 | 1
Cc1cc([N+](=O)[O-])ccc1NC(=O)CSc1nncn1-c1ccccn1 | -0.1 | 8 | 36 | -1.2 | -0.3 | 0 | -1.0 | 12 | 6 | 0
Cc1cc2c(NC(=O)CC(C)(C)CC(=O)O)cccc2nn1 | -1.1 | 3 | -11 | -2.8 | 2.1 | 2 | -2.3 | -2 | 3 | 1
COc1ccc(C2/C(=C(/O)c3ccccc3)C(=O)C(=O)N2C)cc1OC (stereo unspecified) | 0.4 | -13 | -8 | -1.5 | -0.6 | -13 | -0.8 | 11 | nt | -2
O=C(Nc1ccc(F)c(F)c1)c1ccccc1 | -1.2 | 2 | nt | -0.4 | 0.5 | 0 | 7.3 | -12 | -9 | nt
O=C(O)Cc1ccc(NS(=O)(=O)c2ccccc2Br)cc1 | i | -4 | 13 | -0.1 | 3.0 | 3 | -1.8 | -3 | -14 | -5
Nc1nc(N)nc(-c2ccc(Oc3ccccc3)cc2)n1 | i | 8 | 24 | -1.3 | -0.5 | -7 | -0.5 | -16 | -1 | 1
CCCCn1c(NCCN(C)C)nc2c1c(=O)[nH]c(=O)n2C | -1.1 | 0 | 5 | 0.1 | nt | 1 | -0.6 | -1 | -3 | -3
O=C(COC(=O)c1ccccn1)Nc1ncc(C(F)(F)F)cc1Cl | i | -13 | 2 | -0.2 | nt | 1 | -0.6 | 1 | 8 | -3
CCOc1ccc(-n2c(O)c(/C=N/Nc3nnc(C)c(=O)[nH]3)c3ccccc3c2=O)cc1 | -0.4 | -22 | 6 | -1.6 | -1.6 | 0 | 3.6 | -5 | nt | 6
O=C(O)CSc1nnc(COc2ccccc2)n1-c1ccccc1 | 0.8 | -2 | -19 | -0.2 | 0.2 | -1 | -0.4 | -3 | 2 | 2

Screening results from PubChem BioAssay.
